Compound activity from PubChem BioAssay.
DRD3 agonist = activates the human D3 dopamine receptor; D3R DiscoveRx beta-arrestin cells, luminescence, 90 min; max activation, %; 410,000 tested, 0.58% active; in the data active = max activation above about 30%; also: 0% is about no effect; mostly tested at two doses, the higher about 12 µM
Target sequence (P35462 whole entry, looked up): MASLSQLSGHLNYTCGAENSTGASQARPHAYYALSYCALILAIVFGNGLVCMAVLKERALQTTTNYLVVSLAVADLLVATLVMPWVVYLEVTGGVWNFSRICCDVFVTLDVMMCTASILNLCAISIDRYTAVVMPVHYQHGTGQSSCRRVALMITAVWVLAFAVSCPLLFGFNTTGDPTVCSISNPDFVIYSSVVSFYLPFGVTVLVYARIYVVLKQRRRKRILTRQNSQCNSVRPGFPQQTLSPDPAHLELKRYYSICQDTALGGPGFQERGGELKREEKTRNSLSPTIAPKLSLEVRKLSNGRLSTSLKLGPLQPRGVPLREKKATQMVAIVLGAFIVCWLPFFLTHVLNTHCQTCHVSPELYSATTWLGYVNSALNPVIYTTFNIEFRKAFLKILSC
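Agonist mode: compounds and dopamine controls were applied to plated cells for 90 min at 37 degrees C after an overnight attachment at 1500 cells/well. Luminescent read-out followed 30 - 60 minutes at room temperature with DiscoveRx detection reagent.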
PTHR1 ag = agonists of human PTHR1 parathyroid hormone receptor | Q03431 | HEK293 GP2 PTHR1 cells, GloSensor cAMP luminescence, 1 h | Potency, µM (titrated, usually from 115 µM), for the others: at the top dose activation, most hits filed as activators | 410,000 tested, 0.075% active; also: potency is read from the fitted curve at half-maximal effect; nearly all actives have a fitted effect of over 55% in size; some results filed as inactive show a strong effect at the top dose; inactives centre near -15; many of its hits are not listed in these tables
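HEK-293-derived GP2 cells expressing PTHR1 and a GloSensor cAMP reporter, 3,000/well, plated overnight, given luciferin plus IBMX (each 0.5 mM as added) for 1 h at 37 °C, then compound for 1 h at 37 °C. Luminescence was read after 15 min at room temperature.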
Mm-Cpn inhibitor = blocks the Methanococcus maripaludis chaperonin Mm-Cpn; purified Mm-Cpn ATPase, ADP Transcreener TR-FRET; Potency, µM (doses to about 76.9 µM), for the others: at the top dose activity, negative = inhibition, hits mostly inhibitors; 330,000 tested, 0.031% active; AID 504842; also: potency is read from the fitted curve at half-maximal effect; % is scaled to controls: 0 for no effect and ±100 for the full control effect; nearly all actives have a fitted effect of over 80% in size
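Eu-cryptate anti-ADP/ADP-d2 competition gives a ratio inversely related to ADP. Enzyme at 25 nM was pre-exposed to compound for 10 min, then given 10 uM ATP for 30 min, 37°C throughout.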
The depositor's hits bear a star; [ ] = remark or other dose. Unless noted, calls follow the shape of the dose curve; as a rule, active = well fitted curve in the direction sought with a large enough effect; inconclusive = small, poorly fitted or top-dose-only effect, or another doubt; inactive = no such curve, though single readings can be large; an effect the other way counts as inactive or inconclusive. These rows are one share of the data; rates above refer to the full screens.

What do the screens show for `COc1cc2ncnc(Nc3cccc(Cl)c3)c2cc1OC`?
Mm-Cpn inhibitor: -4%

How did CCCc1nc(C(C)(C)O)c(C(=O)O)n1Cc1ccc(-c2ccccc2-c2nn[nH]n2)cc1 do in these assays?
Mm-Cpn inhibitor: 0%

What do the screens show for `Cc1c(Cn2ccnc2)c2ccccc2n1CCC(=O)O`?
DRD3 agonist: -1

What do the screens show for `Cc1ccc(S(=O)(=O)NC(=O)NC2CCCCC2)cc1`?
DRD3 agonist: 0

Results for C=CCn1c(=O)n([C@@H]2O[C@H](CO)[C@@H](O)[C@H]2O)c2nc(N)[nH]c(=O)c21 ?
DRD3 agonist: 1

What do the screens show for `CCN(CC)CCNC(C(=O)OCCC(C)C)c1ccccc1` (stereo not drawn)?
DRD3 agonist: -16

What do the screens show for `CCOC(=O)[C@H](CCc1ccccc1)N[C@H]1CS[C@H](c2cccs2)CN(CC(=O)O)C1=O`?
DRD3 agonist: -2

How did CC1(C)C2CC[C@]3(C)[C@H](C(=O)C=C4[C@@H]5C[C@@](C)(C(=O)O)CC[C@]5(C)CC[C@]43C)[C@@]2(C)CC[C@@H]1O[C@H]1O[C@H](C(=O)O)[C@@H](O)[C@H](O)[C@H]1O[C@@H]1O[C@H](C(=O)O)[C@@H](O)[C@H](O)[C@H]1O (stereo partly drawn) do in these assays?
DRD3 agonist: -7

How did C/C=C/C1=C(C(=O)O)N2C(=O)[C@@H](NC(=O)[C@H](N)c3ccc(O)cc3)[C@H]2SC1 do in these assays?
DRD3 agonist: 0

How did CC(C(=O)O)c1ccc2c(c1)CC(=O)c1ccccc1S2 (stereo not drawn) do in these assays?
DRD3 agonist: -13

What do the screens show for `Cn1cc(S(C)=O)c(=O)c2ccc(F)cc21` (stereo not drawn)?
DRD3 agonist: 4

Results for COc1ccccc1OCC1CNC(=O)O1 (stereo not drawn) ?
DRD3 agonist: 0

What do the screens show for `O=c1cc(O)c(Cl)c[nH]1`?
DRD3 agonist: 6

How did NC(=O)C1(N2CCCCC2)CCN(CCCC(=O)c2ccc(F)cc2)CC1 do in these assays?
DRD3 agonist: -23

What do the screens show for `CO/N=C(/C(=O)N[C@@H]1C(=O)N2C(C(=O)O)=C(Cn3nnc(C)n3)CS[C@H]12)c1csc(N)n1`?
DRD3 agonist: -4

How did c1cnc2cc3c(cc2n1)[C@@H]1CNC[C@H]3C1 do in these assays?
DRD3 agonist: 4

What do the screens show for `c1cnc2cc3c(cc2n1)C1CNCC3C1`?
DRD3 agonist: -5

What do the screens show for `CC(C)COC(=O)c1ccc(N)cc1`?
DRD3 agonist: 14

How did C[C@H](O)CN(C)C do in these assays?
DRD3 agonist: 8

What do the screens show for `CCCCCCCCCCCCCCC[C@H](O)[C@@H](N)CO`?
DRD3 agonist: 7

Results for CCOC(N)=O ?
DRD3 agonist: -4

How did COc1ccc(-c2cc(=S)ss2)cc1 do in these assays?
DRD3 agonist: 6

How did CCNC(=O)NCc1cccc(Cl)c1 do in these assays?
DRD3 agonist: 2

How did CCCOC(=O)c1ccc(N)cc1 do in these assays?
DRD3 agonist: -2

Results for CCNC(=O)NCCCOc1cccc(CN2CCCCC2)c1 ?
DRD3 agonist: -19

How did CC[C@H](NC(C)C)[C@H](O)c1ccc(O)c2[nH]c(=O)ccc12 do in these assays?
DRD3 agonist: 45*

Results for CCn1cc(C(=O)O)c(=O)c2cnc(N3CCNCC3)nc21 ?
DRD3 agonist: 1; Mm-Cpn inhibitor: -2%

How did N#Cc1ccc(C(c2ccc(C#N)cc2)n2cncn2)cc1 do in these assays?
DRD3 agonist: -12; Mm-Cpn inhibitor: 2%

What do the screens show for `Cc1cccc(N2CCN(C(=O)CCC(=O)NNc3nc4ccccc4c4nc(C)nn34)CC2C)c1` (stereo not drawn)?
DRD3 agonist: -8; PTHR1 ag: inactive

Results for Cc1nc2c(-c3ccccc3)c(C)[nH]n2c(=O)c1Cc1ccc(Br)cc1 ?
DRD3 agonist: -5; PTHR1 ag: -31%[inhibitor]

What do the screens show for `O=C(CSc1nc2ccccc2n1Cc1cccc(Cl)c1)N1CCN(c2ccc(F)cc2)CC1`?
DRD3 agonist: 2; PTHR1 ag: -25%

How did COCCn1c(SCC(=O)Nc2ccc(F)c(Cl)c2)nc2c(oc3ccccc32)c1=O do in these assays?
DRD3 agonist: 5; PTHR1 ag: inactive

Results for O=C(Cn1c(=O)n(Cc2ccco2)c(=O)c2oc3ccccc3c21)Nc1ccccc1 ?
DRD3 agonist: -10; PTHR1 ag: -5%

How did COc1ccc(Cn2c(SCc3ccc(C(=O)NC4CCCC4)cc3)nc3ccncc32)cc1 do in these assays?
DRD3 agonist: 7; PTHR1 ag: -28%

How did COc1cc(C(c2c(C)[nH][nH]c2=O)c2c(C)[nH][nH]c2=O)ccc1OC(=O)c1cccc(C)c1 do in these assays?
DRD3 agonist: -14; PTHR1 ag: inactive

How did O=C(CCCCCn1c(=O)c2sccc2n(CC(=O)Nc2cccc(Cl)c2)c1=O)NCc1ccc2c(c1)OCO2 do in these assays?
DRD3 agonist: -13; PTHR1 ag: inactive

Results for CC(O)CNC(=O)C(=O)Nc1c2c(nn1-c1ccc(Cl)cc1)CSC2 (stereo not drawn) ?
DRD3 agonist: -1; PTHR1 ag: inactive

Results for COc1ccc(CC(=O)Nc2c(C(=O)N3CCN(c4ccccc4F)CC3)oc3ccccc23)cc1OC ?
DRD3 agonist: -4; PTHR1 ag: -19%

How did COc1ccc(-c2cn3cccnc3n2)cc1NC(=O)c1cc(C)cc(C)c1 do in these assays?
DRD3 agonist: 0; PTHR1 ag: -32%[inhibitor]

Results for CCCCn1cnc2cc(NCc3ccccc3Cl)ccc21 ?
DRD3 agonist: 0; PTHR1 ag: -42%[inhibitor]

How did COc1ccc(-n2nc3c(N4CCCC(C(=O)NCc5ccccc5C)C4)nnc(C)c3c2C)cc1 (stereo not drawn) do in these assays?
DRD3 agonist: 8; PTHR1 ag: inactive; Mm-Cpn inhibitor: 1%

Two neighbouring compounds already listed:
Results for CCCCn1cnc2cc(NCc3ccccc3Cl)ccc21 ?
DRD3 agonist: 0; PTHR1 ag: -42%[inhibitor]

How did COc1ccc(-n2nc3c(N4CCCC(C(=O)NCc5ccccc5C)C4)nnc(C)c3c2C)cc1 (stereo not drawn) do in these assays?
DRD3 agonist: 8; PTHR1 ag: inactive; Mm-Cpn inhibitor: 1%

Among those listed so far, these contain a carbonyl joined to an NH by a bond outside any ring.
What do the screens show for `Cc1ccc(S(=O)(=O)NC(=O)NC2CCCCC2)cc1`?
DRD3 agonist: 0

How did C/C=C/C1=C(C(=O)O)N2C(=O)[C@@H](NC(=O)[C@H](N)c3ccc(O)cc3)[C@H]2SC1 do in these assays?
DRD3 agonist: 0

How did NC(=O)C1(N2CCCCC2)CCN(CCCC(=O)c2ccc(F)cc2)CC1 do in these assays?
DRD3 agonist: -23

What do the screens show for `CO/N=C(/C(=O)N[C@@H]1C(=O)N2C(C(=O)O)=C(Cn3nnc(C)n3)CS[C@H]12)c1csc(N)n1`?
DRD3 agonist: -4

Results for CCOC(N)=O ?
DRD3 agonist: -4

How did CCNC(=O)NCc1cccc(Cl)c1 do in these assays?
DRD3 agonist: 2

Results for CCNC(=O)NCCCOc1cccc(CN2CCCCC2)c1 ?
DRD3 agonist: -19

What do the screens show for `Cc1cccc(N2CCN(C(=O)CCC(=O)NNc3nc4ccccc4c4nc(C)nn34)CC2C)c1` (stereo not drawn)?
DRD3 agonist: -8; PTHR1 ag: inactive

How did COCCn1c(SCC(=O)Nc2ccc(F)c(Cl)c2)nc2c(oc3ccccc32)c1=O do in these assays?
DRD3 agonist: 5; PTHR1 ag: inactive

Results for O=C(Cn1c(=O)n(Cc2ccco2)c(=O)c2oc3ccccc3c21)Nc1ccccc1 ?
DRD3 agonist: -10; PTHR1 ag: -5%

How did COc1ccc(Cn2c(SCc3ccc(C(=O)NC4CCCC4)cc3)nc3ccncc32)cc1 do in these assays?
DRD3 agonist: 7; PTHR1 ag: -28%

How did O=C(CCCCCn1c(=O)c2sccc2n(CC(=O)Nc2cccc(Cl)c2)c1=O)NCc1ccc2c(c1)OCO2 do in these assays?
DRD3 agonist: -13; PTHR1 ag: inactive

Results for CC(O)CNC(=O)C(=O)Nc1c2c(nn1-c1ccc(Cl)cc1)CSC2 (stereo not drawn) ?
DRD3 agonist: -1; PTHR1 ag: inactive

Results for COc1ccc(CC(=O)Nc2c(C(=O)N3CCN(c4ccccc4F)CC3)oc3ccccc23)cc1OC ?
DRD3 agonist: -4; PTHR1 ag: -19%

How did COc1ccc(-c2cn3cccnc3n2)cc1NC(=O)c1cc(C)cc(C)c1 do in these assays?
DRD3 agonist: 0; PTHR1 ag: -32%[inhibitor]

How did COc1ccc(-n2nc3c(N4CCCC(C(=O)NCc5ccccc5C)C4)nnc(C)c3c2C)cc1 (stereo not drawn) do in these assays?
DRD3 agonist: 8; PTHR1 ag: inactive; Mm-Cpn inhibitor: 1%
